Assay outcomes from PubChem BioAssay.
NPY-Y2 PAM-ag: NPY-Y2 potentiators or agonists, primary screen, cell-based. 0.45% of 220,000 active. cells expressing NPY-Y2, potentiator/agonist read-out. activation, % at 3.6 µM. Neuropeptide Y receptor type 2 (Homo sapiens), P49146; in the data active = activation above about 27%;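 also: cells stimulated with NPY near EC25 plus isoproterenol at EC100; 0% = vehicle plus submaximal agonist and 100% = vehicle plus saturating agonist; some results beyond the cut were filed as inactive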
Target sequence (P49146 whole entry, looked up): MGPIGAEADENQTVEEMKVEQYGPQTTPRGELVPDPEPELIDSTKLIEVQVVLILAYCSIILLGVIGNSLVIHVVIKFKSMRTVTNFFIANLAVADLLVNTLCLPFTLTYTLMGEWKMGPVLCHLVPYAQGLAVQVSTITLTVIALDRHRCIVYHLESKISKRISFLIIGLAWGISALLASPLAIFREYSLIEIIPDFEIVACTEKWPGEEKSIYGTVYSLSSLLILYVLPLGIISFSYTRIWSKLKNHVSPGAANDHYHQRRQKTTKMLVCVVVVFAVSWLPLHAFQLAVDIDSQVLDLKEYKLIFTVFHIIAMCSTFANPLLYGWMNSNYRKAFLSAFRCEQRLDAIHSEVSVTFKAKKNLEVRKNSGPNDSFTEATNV
TRPML3 ag: human TRPML3 channel agonists, primary screen, cell-based, HEK293 TRPML3-YFP, Fluo-8 calcium fluorescence, 3 µM | 0.29% of 220,000 active | AID 1448, 2008 | 100% = the carbachol control signal | Mucolipin-3 (Homo sapiens), Q8TDD5 | activation, % at 3 µM;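 active = activation above its plate's cutoff, the mean activation of the plate's test wells plus 3 SD, cut at about 12% in these data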;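 also: 0% = DMSO only wells and 100% = carbachol wells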
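Test system: HEK293 cells stably carrying human TRPML3-YFP; Doses: single dose, 3 µM final nominal compound, 0.3% DMSO final; Schedule: dye loading 1 h 37 °C then 30 min ambient, 125 s read; Technique: Fluo-8 calcium fluorescence; Benchmarks: high control carbachol 87 µM, low control DMSO.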
S1P4 ag: S1P4 receptor agonists, primary screen, cell-based; activation, % at 4.98 µM; S1P4-expressing cell line, agonist reporter assay; Sphingosine 1-phosphate receptor 4 (Homo sapiens), O95977; 0.35% of 220,000 active; in the data active = activation above about 11%;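 also: 0% = DMSO vehicle and 100% = reference agonist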
EP2 mod: EP2 receptor modulators, cAMP readout, primary screen, cell-based, HTRF cAMP, PGE2 stimulation. Prostaglandin E2 receptor EP2 subtype (Homo sapiens), P43116. EP2-expressing cells, cAMP HTRF FRET, PGE2 co-stimulation. induction, % at 25 µM. 0.83% of 260,000 active. AID 940, 2007;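 active = compounds whose cAMP rise, as percent of the full-agonist control response, exceeds 60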;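 also: rat C6 glioma line stably carrying human EP2 under a CMV promoter; the protocol text gives 20 µM as final concentration; 100% = response of wells given 1 µM PGE2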
NPY-Y1 PAM-ag: NPY-Y1 receptor potentiators or agonists, primary screen, cell-based. Neuropeptide Y receptor type 1 (Homo sapiens), P25929. NPY-Y1 expressing cells, potentiator/agonist activation. activation, % at 3.6 µM. 0.37% of 220,000 active; in the data active = activation above about 33%, passing the limit was not always enough;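 also: cells stimulated with NPY at EC10 then isoproterenol at EC100; 0% = low agonist plus stimulus and 100% = saturating agonist plus stimulus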
Target sequence (P25929 whole entry, looked up): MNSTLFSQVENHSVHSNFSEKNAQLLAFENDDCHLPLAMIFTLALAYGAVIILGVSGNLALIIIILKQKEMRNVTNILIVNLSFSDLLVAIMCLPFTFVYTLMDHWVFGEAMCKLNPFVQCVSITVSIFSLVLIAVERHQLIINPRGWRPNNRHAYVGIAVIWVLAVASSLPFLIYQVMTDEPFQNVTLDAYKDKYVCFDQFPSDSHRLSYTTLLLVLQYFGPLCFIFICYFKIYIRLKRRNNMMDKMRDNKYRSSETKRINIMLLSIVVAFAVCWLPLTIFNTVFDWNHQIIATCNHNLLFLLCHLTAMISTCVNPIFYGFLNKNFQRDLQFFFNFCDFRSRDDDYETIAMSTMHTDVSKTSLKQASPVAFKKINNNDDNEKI
S1P4 antagonist: S1P4 receptor antagonists, primary screen, cell-based; S1P4-expressing cells, antagonist mode, reporter read-out; inhibition, % at 4.98 µM; Sphingosine 1-phosphate receptor 4 (Homo sapiens), O95977; 0.26% of 220,000 active; in the data active = inhibition above about 29%;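 also: 0% = wells stimulated with agonist and 100% = vehicle wells without agonist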
CHOP inhibitor: inhibitors of CHOP promoter induction, primary screen, cell-based, unfolded protein response, luciferase reporter; CHO-K1 CHOP-promoter luciferase, tunicamycin-induced, 15-18 h; inhibition, % at 10 µM; 3.8% of 220,000 active; AID 2732, 2010;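 active = compounds that reduced the stress-induced luciferase reporter signal by more than about 70% of percent inhibition, limit read from the data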;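 also: 0% = tunicamycin plus vehicle and 100% = wells without tunicamycin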
NPY Y1 blocker: NPY-Y1 receptor antagonists, primary screen, cell-based. HEK293-CNG Y1 cells, membrane potential fluorescence; NPY at EC95, then isoproterenol. inhibition, % at 3.6 µM. 1% of 200,000 active;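 active = inhibition above the campaign mean inhibition of all tested compounds plus 3 SD, cut at about 20% in these data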;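 also: 0% = DMSO wells given NPY plus isoproterenol and 100% = isoproterenol alone without NPY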
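Material: HEK293 Y1/CNG channel cell line; also added: NPY (25 nM), isoproterenol (1 µM), Ro 20-1724 (25 µM); doses: one concentration, 3.6 µM, in 0.4% DMSO; schedule: compound incubation 1 h at room temperature, readout 45 min post-stimulation; technique: membrane potential fluorescence; measure: fluorescence ratio normalized to % inhibition between controls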
zfTRPN1 agonist: zebrafish TRPN1 channel agonists, primary screen, cell-based, HEK293, calcium fluorescence | transient receptor potential cation channel N1 (TRPN1/NompC), Danio rerio | HEK293 zebrafish TRPN1-YFP, Fluo-8 calcium fluorescence; 100% = response to 87 µM carbachol | activation, % at 3 µM | 0.18% of 220,000 active;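 active = activation above its plate's cutoff, the mean activation of test wells on that plate plus 3 SD, cut at about 19% in these data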;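 also: 0% = DMSO alone and 100% = 87 µM carbachol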
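Control set: carbachol 87 µM as high control, DMSO as low control; system: HEK293 stable line with zebrafish TRPN1-YFP; read-out: % activation versus carbachol response; detection: intracellular calcium fluorescence with Fluo-8; doses: single test compound dose, 3 µM nominal, 0.3% DMSO; schedule: dye 1 h 37 °C plus 30 min RT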
Numbers without * were called inactive; . = not tested or not shown; & = joins results of further samples.

SMILES | NPY-Y2 PAM-ag | TRPML3 ag | S1P4 ag | EP2 mod | NPY-Y1 PAM-ag | S1P4 antagonist | CHOP inhibitor | NPY Y1 blocker | zfTRPN1 agonist
O=C(CN1CCCCC1)NCCNc1ccc(C(F)(F)F)cc1[N+](=O)[O-] | -2 | 1.8 | -1.4 | -49 | 7 | -7 | 27 | 3 | 0.0
Cc1c(N2C(=O)CSC23C(=O)Nc2ccccc23)c(=O)n(-c2ccccc2)n1C (stereo not given) | -7 | -0.1 | -0.6 | 8 | 0 | -3 | -14 | 1 | 0.1
O=C(CCn1c(=O)[nH]c2ccsc2c1=O)NCc1ccc(F)cc1 | 4 | -0.3 | 2.4 | -25 | -5 | -12 | 1 | -6 | 1.4
CCC(=O)N=c1sc2ccccc2n1-c1ccccc1 | -9 | -0.8 | 3.3 | 29 | -8 | -1 | 4 | 13 | -0.7
CN1/C(=C\C(=O)COC(=O)CN2C(=O)C3CC=CCC3C2=O)C(C)(C)c2ccccc21 (stereo not given) | -8 | 0.9 | -1.3 | 3 | -20 | 12 | 23 | 6 | 0.5
CN(c1ccc(OCC(=O)OCC(=O)Nc2c(F)c(F)c(F)c(F)c2F)cc1)S(=O)(=O)c1ccc(F)cc1 | -2 | 0.5 | 0.0 | -23 | 5 | -6 | 22 | -4 | 0.3
COC(=O)C1=CN(C(C)C)C=C(C(=O)OC)C1c1cc(Br)c(OC)c(OC)c1 | -13 | -0.9 | 3.4 | 38 | -7 | -14 | 0 | 6 | -2.7
Cn1c(=NC(=O)c2ccco2)sc2ccccc21 | -21 | -0.4 | 0.5 | -47 | -19 | -8 | 19 | 2 | -1.9
C/C(=N\Nc1ccccn1)c1ccc(C#N)cc1 | 15 | 0.8 | -1.1 | 15 | 6 | -2 | 1 | -7 | 0.5
Cc1ccc2cc(C)c3nnc(SCc4ccc(C(=O)O)cc4)n3c2c1C | -4 | 0.9 | 2.4 | 8 | 16 | -1 | -2 | . | 2.3
Cc1nn(C)cc1C(C(=O)NC1CCCCC1)N(Cc1ccc(F)cc1)C(=O)c1cnccn1 (stereo not given) | -1 | 0.6 | 0.5 | -63&16 | -5 | 1 | -14 | 4 | 0.0
O=C(NCc1nc(-c2ccccc2)no1)Nc1ccc(F)cc1 | -18 | -0.1 | -0.6 | -33 | 6 | -13 | 27 | 1 | 0.8
CN1N=C(C(F)(F)F)CC1=O | -6 | 0.2 | 1.4 | 21 | 7 | -16 | -8 | 2 | 1.4
CC1COc2ccccc2N1C(=O)c1ccc(Cl)nc1 (stereo not given) | 0 | -0.1 | -1.6 | -19 | -9 | 1 | 9 | 4 | -0.6
N#Cc1c(N)n(CCc2ccc(F)cc2)c2nc3ccccc3nc12 | 16 | 0.0 | 4.3 | -18 | 14 | 0 | 71* | -7 | -0.1
CCCCNC(=O)Cc1c(OC)ccc2cc(Br)ccc12 | -7 | 0.7 | -0.2 | 47 | -18 | 3 | 2 | 6 | 1.9
CC1=NN(c2ccccc2)C(=O)C1C(=O)c1ccc([N+](=O)[O-])cc1 (stereo not given) | -12 | 1.2 | 1.3 | 11 | 5 | -2 | 20 | 4 | 0.7
Cc1ccc(NC(=O)c2cc(NC(=O)CCC(=O)O)ccc2N2CCCCC2)cc1 | 11 | 0.2 | 0.5 | 22 | 20 | -2 | 53 | -3 | -1.2
O=c1c2ccccc2c(C=Nc2ccc(O)cc2)c(O)n1-c1nccs1 | 7 | -0.1 | -0.9 | -28 | 25 | -20 | -8 | . | 1.8
O=C(c1ccccc1)N(CCO)Cc1cc2cc3c(cc2[nH]c1=O)OCCO3 | 3 | 0.1 | 1.5 | 14 | 5 | 5 | 20 | 6 | -0.2

Rewritten as a markdown table: entries from further up.
| SMILES | NPY-Y2 PAM-ag | TRPML3 ag | S1P4 ag | EP2 mod | NPY-Y1 PAM-ag | S1P4 antagonist | CHOP inhibitor | NPY Y1 blocker | zfTRPN1 agonist |
| --- | --- | --- | --- | --- | --- | --- | --- | --- | --- |
| N#Cc1c(N)n(CCc2ccc(F)cc2)c2nc3ccccc3nc12 | 16 | 0.0 | 4.3 | -18 | 14 | 0 | 71* | -7 | -0.1 |
| Cn1c(=NC(=O)c2ccco2)sc2ccccc21 | -21 | -0.4 | 0.5 | -47 | -19 | -8 | 19 | 2 | -1.9 |
| O=C(NCc1nc(-c2ccccc2)no1)Nc1ccc(F)cc1 | -18 | -0.1 | -0.6 | -33 | 6 | -13 | 27 | 1 | 0.8 |
| CC1COc2ccccc2N1C(=O)c1ccc(Cl)nc1 (stereo not given) | 0 | -0.1 | -1.6 | -19 | -9 | 1 | 9 | 4 | -0.6 |

(further entries)
SMILES | NPY-Y2 PAM-ag | TRPML3 ag | S1P4 ag | EP2 mod | NPY-Y1 PAM-ag | S1P4 antagonist | CHOP inhibitor | NPY Y1 blocker | zfTRPN1 agonist
Cc1ccc(NC2=NCC(Cc3ccc(Br)cc3)S2)cc1 (stereo not given) | -2 | 0.0 | 1.4 | -63 | 4 | -1 | 74* | 5 | -0.5
CCSc1ccccc1C(=O)Nc1nc2ccccc2c(=O)[nH]1 | -1 | 1.2 | 2.9 | -60 | -12 | -4 | -4 | -2 | 3.7
Cc1ccc(Oc2ccc(Cl)cc2NC(=O)c2ccc(F)cc2F)cc1 | 2 | 0.7 | 0.3 | 30 | -28 | -17 | 38 | 10 | -0.4
O=C1CC(N2CCSCC2)C(=O)N1c1ccccc1 (stereo not given) | -1 | 0.5 | 1.6 | 12 | 3 | -19 | 26 | 2 | 1.0
COc1ccc(Oc2nc(C)cc(C)c2S(C)(=O)=O)cc1 | 1 | -0.3 | -0.2 | 15 | -27 | 6 | 5 | 3 | 1.1
CCOc1[nH]n(-c2ccccc2)c(=O)c1C=Nc1ccc(Cl)cc1 | -2 | -0.5 | -3.0 | 58 | -18 | -6 | 29 | 2 | -1.2
O=c1cc(-c2cccs2)oc2ccc(Cl)cc12 | 3 | -0.6 | -1.6 | -9 | 5 | 5 | -19 | -1 | -1.1
CC(C)C(NC(=O)C1CCCCC1)C(=O)NC1=NCCS1 (stereo not given) | -7 | 0.7 | -2.7 | 12 | -12 | 0 | -9 | 2 | 1.0
CCc1nnc(NC(=O)Cc2cccs2)s1 | -6 | -0.3 | -0.2 | 21 | 3 | -13 | -7 | 3 | -0.2
CN(CCc1ccccc1)Cc1nc(-c2cnccn2)no1 | 8 | 0.9 | 0.2 | 26 | 2 | -1 | -3 | -2 | -0.5
COc1ccc(C(=O)/C=C/c2cn(CN3CCN(C)CC3)c3ccccc23)cc1 | 0 | 0.5 | 3.5 | -42 | -10 | -3 | 28 | 0 | -0.1
Cc1ccccc1CSc1nnc(-c2ccco2)n1Cc1ccco1 | 1 | -1.4 | 0.6 | 42 | -10 | -18 | 45 | 10 | -1.6
Cc1ccccc1NC(=O)c1sc2nc3c(c(-c4ccco4)c2c1N)CCC3 | -16 | -0.8 | -1.2 | -8 | 1 | 3 | 11 | -4 | -1.6
Cc1ccnc(NS(=O)(=O)c2ccc(NC(=O)C(C)(C)C)cc2)n1 | -1 | 0.6 | -0.3 | 16 | -5 | 7 | -8 | . | 0.9
COC(=O)c1sccc1NC(=O)c1ccco1 | -8 | 0.0 | -2.0 | . | -8 | -15 | . | 5 | 0.8
Cn1c(SCc2ccc(Br)cc2)nc2c(c1=O)SCC2 | -2 | 0.4 | 1.7 | 44 | 2 | -2 | 32 | 0 | 0.0
CCCC(=O)NC(c1ccco1)c1cc(Cl)c2cccnc2c1O (stereo not given) | -9 | 0.3 | 0.3 | 23 | -4 | -21 | -5 | 0 | -1.6
Cc1ccc(-c2cc(C(F)F)nc(N3CCC(C)CC3)n2)cc1 | 13 | -0.1 | -0.3 | 24 | 19 | -14 | 26 | -2 | 0.2
CCCOc1ccc(/C=N/NC(=O)CSc2ccccn2)cc1OC | -28 | -0.8 | -0.5 | -5 | 4 | -7 | -5 | . | -1.1
CN(C)c1ccnc(C(=O)O)c1 | -5 | -0.1 | -0.6 | -16 | -8 | 4 | -7 | 3 | 0.9
Cn1c(=O)c2nc(Cl)n(Cc3ccc(Cl)cc3Cl)c2n(C)c1=O | 9 | 1.2 | -0.7 | . | 20 | -12 | . | 0 | 0.4
O=c1c(Cc2ccccc2)c(O)ccn1Cc1ccc2c(c1)OCO2 | 8 | 0.4 | -1.2 | 1 | 6 | -8 | 9 | 5 | 0.7
Cn1sc(NC(=O)c2ccccc2)nc1=O | -4 | -0.3 | 0.6 | 25 | 7 | -5 | 11 | 2 | 1.1
Cc1cnc(C(=O)NCC(c2ccccc2)c2ccccc2)cn1 | 14 | -0.6 | -0.7 | 37 | 13 | -1 | -9 | 0 | -1.2

Full records from above.
CCCOc1ccc(/C=N/NC(=O)CSc2ccccn2)cc1OC across the screens: NPY-Y2 PAM-ag: -28; TRPML3 ag: -0.8; S1P4 ag: -0.5; EP2 mod: -5; NPY-Y1 PAM-ag: 4; S1P4 antagonist: -7; CHOP inhibitor: -5; NPY Y1 blocker: .; zfTRPN1 agonist: -1.1
Cc1c(N2C(=O)CSC23C(=O)Nc2ccccc23)c(=O)n(-c2ccccc2)n1C (stereo not given) across the screens: NPY-Y2 PAM-ag: -7; TRPML3 ag: -0.1; S1P4 ag: -0.6; EP2 mod: 8; NPY-Y1 PAM-ag: 0; S1P4 antagonist: -3; CHOP inhibitor: -14; NPY Y1 blocker: 1; zfTRPN1 agonist: 0.1

The order is random (roughly 6.5% active in at least one column).
